MITF primary: MITF inhibitors, primary screen, biochemical, AlphaScreen, human; Microphthalmia-associated transcription factor (Homo sapiens), O75030; AlphaScreen MITF homodimerization, bead proximity signal; inhibition, % at 2.6 µM; 650,000 tested, 0.91% active; in the data active means inhibition above about 50%;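 further: 0% = vehicle wells with protein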
Target sequence (O75030 whole entry, looked up): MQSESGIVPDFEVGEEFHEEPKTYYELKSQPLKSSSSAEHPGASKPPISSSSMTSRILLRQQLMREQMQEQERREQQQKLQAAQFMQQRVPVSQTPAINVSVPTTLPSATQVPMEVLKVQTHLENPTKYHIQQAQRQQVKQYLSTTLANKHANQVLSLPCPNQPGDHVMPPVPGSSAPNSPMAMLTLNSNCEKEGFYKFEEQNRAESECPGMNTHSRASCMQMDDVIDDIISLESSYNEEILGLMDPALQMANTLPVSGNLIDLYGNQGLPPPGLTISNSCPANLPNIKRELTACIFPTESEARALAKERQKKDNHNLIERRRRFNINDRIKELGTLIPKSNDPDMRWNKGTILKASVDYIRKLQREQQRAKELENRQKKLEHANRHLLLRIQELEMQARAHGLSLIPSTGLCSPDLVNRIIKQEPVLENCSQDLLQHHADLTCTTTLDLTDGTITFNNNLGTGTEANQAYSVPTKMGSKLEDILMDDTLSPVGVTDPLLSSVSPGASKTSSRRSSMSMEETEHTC
FBW7 act: FBW7 E3 ligase activators, primary screen, biochemical, AlphaScreen, human. normalized activity (activation), % at 26.1 µM. F-box/WD repeat-containing protein 7 (Homo sapiens), Q969H0. 650,000 tested, 0.13% active. AlphaScreen FBW7–phospho-cyclin E peptide binding, activator screen; in the data active means normalized activity above about 1.9%;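 further: purified mutant Fbw7 with reduced substrate affinity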
TEAD-YAP inh: TEAD-YAP interaction inhibition, primary screen, TEAD-YAP interaction inhibitor project, luminescence, HEK-TIYL cells; TEAD-Gal4/YAP UAS-luciferase luminescence; inhibition, % at 9.12 µM; 640,000 tested, 1.4% active; AID 1259422, 2018; in the data active means inhibition above about 32%;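 further: 0% = median of test compound wells and 100% = reference inhibitor wells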
GPR151 activ: activators of human GPR151, primary screen, cell-based, PathHunter beta-arrestin, luminescence; 650,000 tested, 1% active; G-protein coupled receptor 151 (Homo sapiens), Q8TDV0; activation, % at 11.2 µM; PathHunter beta-arrestin GPR151 cells; in the data active means activation above about 4.9%;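 further: 0% = median of compound wells and 100% = cells with positive control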
Target sequence (Q8TDV0 whole entry, looked up): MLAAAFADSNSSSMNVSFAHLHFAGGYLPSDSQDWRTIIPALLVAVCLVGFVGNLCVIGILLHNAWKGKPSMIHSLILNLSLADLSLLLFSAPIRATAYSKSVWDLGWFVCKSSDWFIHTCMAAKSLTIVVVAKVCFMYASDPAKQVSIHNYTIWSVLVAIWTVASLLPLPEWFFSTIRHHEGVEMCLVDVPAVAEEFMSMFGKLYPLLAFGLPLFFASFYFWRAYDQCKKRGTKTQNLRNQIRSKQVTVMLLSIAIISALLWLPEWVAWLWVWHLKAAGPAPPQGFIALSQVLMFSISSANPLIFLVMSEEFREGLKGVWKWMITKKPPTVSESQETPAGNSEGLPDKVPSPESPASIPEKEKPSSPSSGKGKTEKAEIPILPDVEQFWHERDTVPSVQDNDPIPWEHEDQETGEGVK
* marks the source's active call; other numbers are inactive results; & = joins results of further samples.

SMILES	MITF primary	FBW7 act	TEAD-YAP inh	GPR151 activ
Cc1ccc(/C(O)=C2/C(=O)C(=O)N(CC(C)C)C2c2ccc(N(C)C)cc2)cc1 (stereo not given)	-4	0.1	1	2.4
Cc1[nH]n(-c2ccccc2)c(=O)c1C(c1ccccc1OCc1ccc(F)cc1)c1c(C)[nH]n(-c2ccccc2)c1=O	14	-1.3	-16	-1.0
O=C(CSc1nnc(-c2ccccc2)n1-c1ccccc1)Nc1ccc2nc(SCC(=O)N3CCOCC3)sc2c1	15	-0.1	-1	-1.3
Cc1nc2cc(-c3ccccc3)nn2c(C)c1CC(=O)N1CCCC1	18	0.3	-54	-4.8
O=C(COc1ccccc1)Nc1ccc2c(c1)OCO2	14	0.0	-41	-1.2
O=C(Nc1sc2c(c1C(=O)O)CCC2)c1ccccc1F	-2	-0.1	2	-8.3
CC1CN(C(=O)N2CCC(C(=O)NCc3cccnc3)CC2)c2cc(Cl)ccc2O1 (stereo not given)	12	0.6	9	-3.2
COc1ccc(-c2cn3c(NC(=O)Cc4ccccc4C)cnc3cn2)cc1	-9	-0.2	1	-0.8
COc1ccc([N+](=O)[O-])cc1N(CC1CO1)S(=O)(=O)c1ccccc1 (stereo not given)	18	0.9	11	-0.6
O=C(NCc1ccc(-c2nc3ccccc3o2)cc1)c1cccnc1	4	0.0	-23	-0.4
CCOC(=O)CCc1c(C)c2ccc(OCC)c(C)c2oc1=O	15	0.2	-2	-0.5
Nc1nc(-c2ccccc2)c(NC(=O)c2ccccc2)s1	-1	-0.3	-20	1.1
COC(=O)CCSc1cc([N+](=O)[O-])cc2c1c(C1OCCS1)nn2-c1ccccc1 (stereo not given)	5	0.1	-7	-0.6
CC(C)/C=C/C(=O)N1CCC(N2CCC(C(=O)N3CCOCC3)CC2)CC1	-5	0.0	-2	1.1
COc1cccc(OCc2nnc(-c3cccs3)o2)c1	-10	-0.2	-28	3.1
COc1ccc(-c2nc3n(c2NC(C)(C)C)CCNC3)cc1OC	-6	0.3	8	0.8
CC(=O)C(Sc1ncnc2ccccc12)C(C)=O	4	0.0	6	-1.8
COc1ccc(S(=O)(=O)NC2CCS(=O)(=O)C2)cc1OC (stereo not given)	9	0.2	-6	-0.8
COc1ccc(NC(=O)O/N=C/c2ccccc2Cl)cc1	15	0.0	-26	-1.2
Cc1ccc(CSc2nccn(-c3ccc(F)cc3)c2=O)cc1	-5	0.0	-3	4.0

12 entries out of the list, sorted by number of heavy atoms, rising.
SMILES	MITF primary	FBW7 act	TEAD-YAP inh	GPR151 activ
CC(=O)C(Sc1ncnc2ccccc12)C(C)=O	4	0.0	6	-1.8
COc1cccc(OCc2nnc(-c3cccs3)o2)c1	-10	-0.2	-28	3.1
COc1ccc(NC(=O)O/N=C/c2ccccc2Cl)cc1	15	0.0	-26	-1.2
Cc1ccc(CSc2nccn(-c3ccc(F)cc3)c2=O)cc1	-5	0.0	-3	4.0
COc1ccc(-c2nc3n(c2NC(C)(C)C)CCNC3)cc1OC	-6	0.3	8	0.8
Cc1nc2cc(-c3ccccc3)nn2c(C)c1CC(=O)N1CCCC1	18	0.3	-54	-4.8
CC(C)/C=C/C(=O)N1CCC(N2CCC(C(=O)N3CCOCC3)CC2)CC1	-5	0.0	-2	1.1
COc1ccc(-c2cn3c(NC(=O)Cc4ccccc4C)cnc3cn2)cc1	-9	-0.2	1	-0.8
Cc1ccc(/C(O)=C2/C(=O)C(=O)N(CC(C)C)C2c2ccc(N(C)C)cc2)cc1 (stereo not given)	-4	0.1	1	2.4
COC(=O)CCSc1cc([N+](=O)[O-])cc2c1c(C1OCCS1)nn2-c1ccccc1 (stereo not given)	5	0.1	-7	-0.6
O=C(CSc1nnc(-c2ccccc2)n1-c1ccccc1)Nc1ccc2nc(SCC(=O)N3CCOCC3)sc2c1	15	-0.1	-1	-1.3
Cc1[nH]n(-c2ccccc2)c(=O)c1C(c1ccccc1OCc1ccc(F)cc1)c1c(C)[nH]n(-c2ccccc2)c1=O	14	-1.3	-16	-1.0

Next section:
SMILES	MITF primary	FBW7 act	TEAD-YAP inh	GPR151 activ
CSc1ccccc1NC(=O)c1cc2n(n1)C(C(F)(F)F)CC(c1ccc3c(c1)OCO3)N2 (stereo not given)	1	-0.1	-3	0.1
Cn1cccc1CN1CCc2c(nc(N3CCCCC3)[nH]c2=O)C1	-3	-0.1	0	-1.2
Cc1sc2ncn(CC(=O)NC3CCCCCC3)c(=O)c2c1S(=O)(=O)N1CCOCC1	15	0.3	5	0.4
Nc1ccc(NC(=O)c2ccc(C(=O)Nc3ccc(N)cc3Cl)cc2)c(Cl)c1	3	-0.1	6	-1.3
Cc1nnsc1C(=O)Nc1ccc(Cl)cc1	0	0.4	1	2.2
CC(C)c1ccc(NC(=O)C(c2ccccc2)N(C)Cc2ccccc2)cc1 (stereo not given)	38	1.1	6	1.8
COc1ccc(NC2C3CC4CC(C3)CC2C4)cc1OC (stereo not given)	-13	0.0	-10	0.7
Cc1cc(NC(=O)CSc2ncnc3c2sc2nc4ccccc4cc23)no1	-8	-0.2	-11	1.8
O=C(O)c1ccccc1NS(=O)(=O)c1ccccc1	-4	-0.1	-1	-0.7
CCOP(=O)(c1ccccc1)C(O)c1ccc(Br)cc1 (stereo not given)	2	0.8	11	-1.9
CCCCN(CCCC)CC(O)CN(c1cccc2ccccc12)S(=O)(=O)c1ccc(C)cc1 (stereo not given)	-2	0.0	-2	-1.9
CCc1nnc(-c2cc3ccccc3n2CC(=O)N(C(C)C)C(C)C)o1	1	0.1	3	-0.9
COc1ccc(C(=O)NCCc2nnc3n2CCN(CC(C)(C)C)CC3)cc1	6	0.0	-2	0.2
COc1ccccc1C(C)NS(=O)(=O)c1ccc2ccccc2c1 (stereo not given)	-5	0.0	-2	0.5
CCS(=O)(=O)NCC1CN(c2ccc(C)cc2)C(=O)O1 (stereo not given)	-14	0.0	-12	0.4
Cc1cc2ncn(C3CC(=O)N(C)C3=O)c2cc1C (stereo not given)	-9	-0.1	-8	1.0
COc1ccc(S(=O)(=O)N2CCN(Cc3cccc(OC)c3OC)CC2)cc1	1	0.9	5	-2.1
Cc1cc(C)nc(Sc2cccc(C(=O)O)c2)n1	-5	0.0	-73	-0.4
CCOC(=O)c1ccc(N/C=C/C(=O)C(F)(F)F)cc1	-8	-0.1	-5	0.0
CC1=NNC(=O)C1CC(=O)N/N=C/c1ccc([N+](=O)[O-])cc1 (stereo not given)	14	0.2	6	3.2
COc1nc(Nc2ccc(OC(F)(F)F)cc2)nc(N2CCN(c3cccc(Cl)c3)CC2)n1	-13	0.0	6	1.4
NC(=O)c1ccc(-c2cccc(C(=O)NCc3cccnc3)n2)cc1	-6	-0.1	8	0.6
CC1=C(C(=O)OC2CCCCC2)C(c2ccc(Br)cc2)C2=C(CCCC2=O)N1 (stereo not given)	-1	-0.1	-4	-1.1
COc1ccc(N=Cc2cc(OC)c(OC)cc2[N+](=O)[O-])cc1	22	-0.2	12	-0.8
CCOc1cc(C#N)ccc1OCC(=O)N1CCCCC1	8	0.1	7	4.0
FC(F)C(F)(F)C1=Nc2ccccc2N=C(c2cccs2)C1	14	0.2	2	-0.3
Nc1nonc1-c1nc2ccccc2n1CC(=O)N/N=C/c1ccco1	12	0.0	14	0.5
N/C(CC(=O)NC1CCCCC1)=N\OCc1cc([N+](=O)[O-])cc2c1OCOC2	28	0.2	4	2.0
Cc1ccc(NC(=O)CN2C(=O)S/C(=C\c3ccc(O)c(Cl)c3)C2=O)cc1	10	-0.1	8	0.4
S=c1[nH]c2ccccc2n1C1CCCCC1	21	0.2	-15	0.2
O=C(c1ccco1)N1CCN(c2nncc(-c3ccc4ccccc4c3)n2)CC1	17	0.1	15	-0.6
O=C(CN1C(=O)c2ccccc2C1=O)NCc1cccc(Oc2ccc(F)cc2)c1	3	0.0	-5	3.9
C1=C(c2ccccc2)Nc2nnnn2C1c1cccc2ccccc12 (stereo not given)	9	0.2	-27	-0.8
CCOc1ccc(N2C(=S)NC(C)(C)C=C2C)cc1	9	0.0	2	-0.9
Cc1c(C(=O)NCc2ccccc2)sc2ncn(C)c(=O)c12	-5	0.0	-1	-0.2
CC(C)(C)NC(=O)[C@@H]1C[C@@H]2CCCC[C@@H]2CN1C[C@@H](O)[C@H](Cc1ccccc1)NC(=O)[C@H](CC(N)=O)NC(=O)c1ccc2ccccc2n1	2&-25	-0.1&0.1	8	3.2&-1.0
COCCOC(=O)c1ccc2nc(N)sc2c1	0	-0.2	-15	0.6
COc1ccc(C(CNC(=O)Cc2ccc(Cl)cc2)N2CCN(C)CC2)cc1 (stereo not given)	1	0.0	-1	0.0
Clc1ccc(-c2cnc3ccc(NCc4ccco4)nn23)cc1	8	0.4	-20	-0.1
Cn1cccc1/C=C1/SC(=S)N(c2ccc(CC(=O)O)cc2)C1=O	-14	-0.2	7	1.3

Two of these compounds, set out differently:
Order of results – MITF primary, FBW7 act, TEAD-YAP inh, GPR151 activ
N/C(CC(=O)NC1CCCCC1)=N\OCc1cc([N+](=O)[O-])cc2c1OCOC2
→ 28, 0.2, 4, 2.0
Cc1c(C(=O)NCc2ccccc2)sc2ncn(C)c(=O)c12
→ -5, 0.0, -1, -0.2

Later entries
SMILES	MITF primary	FBW7 act	TEAD-YAP inh	GPR151 activ
O=C(c1ccc([N+](=O)[O-])o1)N1CCN(c2ccc(F)cc2)CC1	1	-0.2	23	1.9
Cc1ccc(C(=O)Oc2ccccc2N2C(=O)C3CCC(C)CC3C2=O)cc1 (stereo not given)	-8	0.5	-6	-0.4
COc1ccc(-c2nc(CN3CCC(C(=O)NCc4ccccc4OC)CC3)c(C)o2)cc1	9	-0.1	3	-0.4
COc1ccc(-c2nc(CCNS(=O)(=O)c3ccccc3)cs2)cc1	0	0.0	3	4.0
Cc1cccc2c(=O)oc(-c3ccccc3Cl)nc12	19	0.6	-8	0.5
COc1ccc(NC(=O)c2sc3[nH]c(=O)c(C(=O)O)cc3c2N)c(OC)c1	8	0.5	4	-2.2
c1ccc(-c2noc(C34CC5CC(CC(C5)C3)C4)n2)nc1	5	0.2	-15	3.9
COc1ccc(-c2noc(N3CCCC(C(=O)NC4CC4)C3)n2)cc1 (stereo not given)	6	-0.1	-8	0.1
N=C1c2c(cc(=O)n3c2[nH]c2ccccc23)CN1CCN1CCOCC1	9	-0.1	0	0.4
CC(=O)NCCSCc1ccccc1Cl	-26	0.0	-12	1.5
Cc1ccc(-c2nnc(N3CCN(CCO)CC3)c3ccccc23)cc1	8	0.0	16	-1.3
COc1cccc(CNC(=O)c2cc3c(=O)n(C)c4ccccc4c3s2)c1	8	0.6	2	0.2
Cc1cccc(NC(=O)CSc2nncc(=O)n2N)c1C	-15	-0.3	18	1.9
CCOC(=O)N1CCN(C(=S)NC(=O)c2nn(C)cc2Br)CC1	6	0.2	7	1.4
Cc1c(C(=O)OCc2cccc([N+](=O)[O-])c2)cccc1[N+](=O)[O-]	-2	-0.2	-2	0.9
O=C(Nn1c(C2CC2)nc2cc(Cl)ccc2c1=O)c1ccncc1	9	0.3	-8	0.5
O=C(CSc1nc2[nH]ncc2c(=O)[nH]1)Nc1ccc2c(c1)OCCO2	7	-0.2	12	1.9
C(=N/N1CCN(c2ccccn2)CC1)/c1cccnc1	-4	0.0	-14	-0.3
CN1CCN(c2ccc(NC(=O)COc3ccccc3)cc2)CC1	2	-0.1	-30	4.0
CN(CC(=O)N1CCCCCC1)S(=O)(=O)c1cccc2nsnc12	1	0.1	-1	1.0
CCOc1ccc(C(c2nnnn2CCC(C)C)N2CCN(C)CC2)cc1 (stereo not given)	4	-0.1	5	0.6
C/C(=N\N=C1/NC(=O)C(C)S1)c1ccccc1 (stereo not given)	4	-0.1	1	1.0
O=C(NC1CCCCC1)C1CCCN(c2nnnn2-c2ccccc2)C1 (stereo not given)	4	0.3	-11	0.9
COC(=O)c1oc2ccc(OC)cc2c1NC(C)=O	-7	-0.4	5	-0.9
Cc1nc(SC(C)C(=O)O)c(C#N)c(C)c1Cl (stereo not given)	4	0.2	5	1.2
COc1ccc(C2C=C(c3cccc(Br)c3)Nc3nnnn32)cc1 (stereo not given)	0	0.0	10	0.2
COc1ccc(N=c2oc3ccc([N+](=O)[O-])cc3cc2C(=O)NC(C)=O)cc1	4	0.1	-12	0.6
O=C(NNS(=O)(=O)c1ccc(F)cc1)c1ccccn1	12	-1.3	6	0.9
COC(=O)C1CCN(Cc2cc(=O)oc3cc(C)ccc23)CC1	6	0.2	-11	-0.3
CCC(C)OC(=O)C1=C(C)NC2=C(C(=O)CC(c3ccc(Cl)cc3)C2)C1c1ccccc1OCc1ccccc1 (stereo not given)	-9	0.2	4	0.4
CCOC(=O)C1CCN(Cc2cc(=O)oc3ccc(C)cc23)CC1	-5	-0.1	3	-0.9
CCOc1ccc(-c2noc(Cn3c(=O)n(CC4CCCO4)c(=O)c4ccccc43)n2)cc1 (stereo not given)	-10	0.0	-1	0.8
